TDP1 cell noCPT: qHTS for Inhibitors of human tyrosyl-DNA phosphodiesterase 1 (TDP1): qHTS in cells in absence of CPT | 15% of 420,000 active | Potency, µM (doses to about 46.2 µM), for the others: at the top dose activity change, negative = growth inhibition, hits mostly inhibitors | DT40 Tdp1-/- hTDP1 cells, no CPT, ATP luminescence, 48 h | AID 686978, 2013; further: nearly all actives have a fitted effect of over 55% in size
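Seeded 400 DT40-hTDP1 cells/well (vehicle DMSO, no 20 nM CPT); pinned compounds; ≥48 hr at 37 °C; CellTiter-Glo luminescence as viability measure.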
TDP1 block: qHTS Assay for Inhibitors of Tyrosyl-DNA Phosphodiesterase (TDP1). Tyrosyl-DNA phosphodiesterase 1 (Homo sapiens), Q9NUW8. recombinant TDP1, AlphaScreen DNA substrate cleavage. Potency, µM (doses to about 130 µM), without a hit: at the highest dose activity change, negative = inhibition, hits mostly inhibitors. 0.28% of 350,000 active; further: nearly all actives have a fitted effect of over 40% in size
Target sequence (Q9NUW8 whole entry, looked up): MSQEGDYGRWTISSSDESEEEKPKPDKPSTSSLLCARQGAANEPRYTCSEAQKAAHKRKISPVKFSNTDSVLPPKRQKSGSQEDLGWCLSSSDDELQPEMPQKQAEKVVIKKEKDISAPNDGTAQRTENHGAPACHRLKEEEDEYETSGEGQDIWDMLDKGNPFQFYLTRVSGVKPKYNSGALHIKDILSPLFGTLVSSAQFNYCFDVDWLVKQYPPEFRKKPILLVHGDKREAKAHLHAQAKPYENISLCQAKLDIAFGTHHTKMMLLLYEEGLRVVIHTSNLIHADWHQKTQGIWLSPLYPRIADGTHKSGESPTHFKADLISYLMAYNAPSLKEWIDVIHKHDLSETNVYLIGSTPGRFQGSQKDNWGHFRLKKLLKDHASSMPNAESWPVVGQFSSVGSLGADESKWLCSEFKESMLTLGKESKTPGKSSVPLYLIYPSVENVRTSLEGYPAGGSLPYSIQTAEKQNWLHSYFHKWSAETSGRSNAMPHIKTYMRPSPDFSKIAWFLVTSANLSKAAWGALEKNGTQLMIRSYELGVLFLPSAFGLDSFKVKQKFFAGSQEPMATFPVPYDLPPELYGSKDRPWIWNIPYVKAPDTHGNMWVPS
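AlphaScreen read-out: signal falls as enzyme removes the 3' tyrosine-FITC from a 5'-biotinylated DNA oligo (15 nM, 5 min, RT). Enzyme was E. coli-made recombinant Tdp1 at 1 nM, exposed to compound for 15 min beforehand; beads 10 ug/ml, 10 min.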
TDP1 cell CPT: qHTS for Inhibitors of human tyrosyl-DNA phosphodiesterase 1 (TDP1): qHTS in cells in presence of CPT; chicken DT40 Tdp1-/-;hTDP1 cells + 20 nM CPT, ATP luminescence, 48 h; 12% of 420,000 active; Potency, µM (highest dose often 46.2 µM), inactives show at the highest dose activity change, negative = growth inhibition, most hits filed as inhibitors; further: nearly all actives have a fitted effect of over 55% in size
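Cell growth measured by CellTiter-Glo luminescence after a minimum 48 h, 37 C compound exposure with 20 nM CPT in Tdp1-knockout DT40 cells stably expressing hTDP1, seeded 400/well; qHTS titration format.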
Starred values were filed as active, the others as inactive; & = joins results of further samples; [ ] = dose if it differs, or a comment. The call rests on the fitted dose curve; in most records, active means well fitted curve in the direction sought with a large enough effect; inconclusive means small, poorly fitted or top-dose-only effect, or another doubt; inactive means no such curve, though single readings can be large; an effect the other way counts as inactive or inconclusive. On the % scale 0 is the no-effect control and ±100 the full control effect; potency means the concentration at half of the fitted maximal effect.

For COc1ccc2cc3cc(C(=O)NCCc4ccc(OC)c(OC)c4)oc3nc2c1 the results were TDP1 cell noCPT 18µM*, TDP1 block 5% and TDP1 cell CPT 12µM*.
Screening CCOC(=O)c1ccc(N2C(=O)C3CCOc4ccccc4C32)cc1 (centres undefined) returned TDP1 cell noCPT inconclusive, TDP1 block 1% and TDP1 cell CPT -28%.
CCOc1ccccc1CNC(=O)Cn1ccc2cc(S(=O)(=O)N3CCCC3)ccc21 was read as TDP1 cell noCPT 23µM*, TDP1 block 2% and TDP1 cell CPT 18µM*.
For CC(=O)N1C[C@@H](CO)[C@@H](N(C)C(=O)c2ccco2)C[C@H]1c1ccccc1 the results were TDP1 cell noCPT -1% and TDP1 cell CPT 3%.
Screening CCOc1ccc(CNC(=O)CCc2cn(C)c3ccccc23)cc1 returned TDP1 cell noCPT inconclusive and TDP1 cell CPT -22%.
CCOC(=O)c1cc2c(=O)n3ccccc3nc2n(CC2CCCO2)c1=NC(=O)c1ccc(C)cc1 (centres undefined) was read as TDP1 cell noCPT -28%, TDP1 block -3% and TDP1 cell CPT -24%.
Screening O=C(c1cc2ccccc2o1)N1CCCC1 returned TDP1 cell noCPT inconclusive, TDP1 block 0% and TDP1 cell CPT 0%.
`CC(C)(C)NC(=O)C(c1cccs1)N(Cc1cccs1)C(=O)c1ccc(CN2CCOCC2)o1` (centres undefined) gave TDP1 cell noCPT -30%, TDP1 block 4% and TDP1 cell CPT inconclusive.
`C/C(=N/NC(=O)CNC(=O)/C=C/c1ccco1)c1ccc(Cl)cc1` gave TDP1 cell noCPT inconclusive, TDP1 block -2% and TDP1 cell CPT inconclusive.
`O=c1c(-c2ccc(F)cc2)coc2c3c(ccc12)OCCO3` gave TDP1 cell noCPT -15%, TDP1 block 4% and TDP1 cell CPT 1%.
For Cc1ccc(Cl)cc1-n1c(=O)cc(N2CC(C)OC(C)C2)[nH]c1=O (centres undefined) the results were TDP1 cell noCPT -11%, TDP1 block -14% and TDP1 cell CPT -8%.
Screening CC(C)n1cc(CN2CCC(C(=O)Nc3cccc(-c4cscn4)c3)CC2)cn1 returned TDP1 cell noCPT -2%, TDP1 block 3% and TDP1 cell CPT -15%.
Screening CN(C)S(=O)(=O)c1ccc(S(=O)(=O)NCCN2CCOCC2)cc1 returned TDP1 cell noCPT 4% and TDP1 cell CPT -8%.
Screening Cc1ccc(C(=O)NC2CCN(C(=O)N3CCOCC3)CC2)cc1 returned TDP1 cell noCPT -7%, TDP1 block 4% and TDP1 cell CPT -1%.
`O=C(CSc1cccc(C(F)(F)F)c1)Nc1ccc(N2CCOCC2)cc1` gave TDP1 cell noCPT inconclusive, TDP1 block 3% and TDP1 cell CPT inconclusive.
For O=C(CN1CCC(N2CCCCC2)CC1)N1CCCc2ccccc21 the results were TDP1 cell noCPT -12%, TDP1 block -3% and TDP1 cell CPT -19%.
Screening CC1CC(O)(Cc2ccccc2)C(C)CN1C (centres undefined) returned TDP1 cell noCPT -1%, TDP1 block 0% and TDP1 cell CPT 8%.
Screening O=C(CNS(=O)(=O)c1ccccc1)OCc1cccc([N+](=O)[O-])c1 returned TDP1 cell noCPT -1%, TDP1 block 2% and TDP1 cell CPT -7%.
COc1ccc(NC(=O)Nc2nnc(N3CCCCCC3)s2)cc1 was read as TDP1 cell noCPT inconclusive, TDP1 block 6% and TDP1 cell CPT inconclusive.
For COc1ccccc1NS(=O)(=O)c1cccc(C(=O)N2CCCCCC2)c1 the results were TDP1 cell noCPT inconclusive, TDP1 block -1% and TDP1 cell CPT inconclusive.
Screening CC(OC(=O)c1ccc(O)cc1)C(=O)Nc1nc(-c2ccccc2)cs1 (centres undefined) returned TDP1 cell noCPT inconclusive, TDP1 block 4% and TDP1 cell CPT inconclusive.
`Cc1cccc[n+]1CC(=O)N1c2ccccc2Sc2ccccc21` gave TDP1 cell noCPT inconclusive, TDP1 block -1% and TDP1 cell CPT inconclusive.
COc1ccc(Cn2c(=O)[nH]c3cc(C(=O)NC4CCN(Cc5ccccc5)CC4)ccc32)cc1 was read as TDP1 cell noCPT inconclusive, TDP1 block 0% and TDP1 cell CPT inconclusive.
CC(=O)c1ccc(OCc2cc(C(=O)N(C)Cc3ccon3)no2)cc1 was read as TDP1 cell noCPT -27%, TDP1 block 1% and TDP1 cell CPT -24%.
For CCC1CCCCN1C(=O)COC(=O)c1ccc(Br)o1 (centres undefined) the results were TDP1 cell noCPT 2%, TDP1 block -3% and TDP1 cell CPT -15%.
Screening COc1ccccc1Nc1ccc([N+](=O)[O-])cn1 returned TDP1 cell noCPT inconclusive, TDP1 block 5% and TDP1 cell CPT 3%.
`Oc1ccc(C[C@H]2CNCCN2CCC23CC4CC(CC(C4)C2)C3)cc1` gave TDP1 cell noCPT 16µM*, TDP1 block -7% and TDP1 cell CPT 18µM*.
Oc1cccc2cnccc12 was read as TDP1 cell noCPT -2% and TDP1 cell CPT inconclusive.
For CCCCC(=O)NC(Nc1ccc(C)cn1)(C(=O)OCC)C(F)(F)F (centres undefined) the results were TDP1 cell noCPT inconclusive, TDP1 block 3% and TDP1 cell CPT -16%.
For COc1ccc(Nc2nc(NCCO)nc(OC)n2)cc1 the results were TDP1 cell noCPT 6%, TDP1 block -12% and TDP1 cell CPT -24%.
`Cc1ccc(Cl)cc1NC(=O)Cn1cc2c(n1)CCCCC2` gave TDP1 cell noCPT -24%, TDP1 block -3% and TDP1 cell CPT -29%.
`OCCC1CN(Cc2nc3ccccc3s2)CCN1C1CCCCC1` (centres undefined) gave TDP1 cell noCPT -15% and TDP1 cell CPT -2%.
For CCCC(=O)Nc1ccc(C)c(O)c1 the results were TDP1 cell noCPT -11%, TDP1 block 0% and TDP1 cell CPT -10%.
`CC1=NNC(=O)C1CCC(=O)N/N=C\c1cccc(Cl)c1` (centres undefined) gave TDP1 cell noCPT 6%, TDP1 block 5% and TDP1 cell CPT 5%.
`CC1C(=O)N(Cc2cn(Cc3ccco3)nn2)CCS(=O)(=O)N1Cc1ccc(-c2ccccc2C(F)(F)F)cc1` (centres undefined) gave TDP1 cell noCPT inconclusive and TDP1 cell CPT inconclusive.
Screening Cc1cccc(N(Cc2ccccc2)C(=O)c2ccc(S(C)(=O)=O)cc2)c1 returned TDP1 cell noCPT inconclusive, TDP1 block 4% and TDP1 cell CPT 16µM*.
`O=C(O)c1cccc(Nc2ncnc3ccccc23)c1` gave TDP1 cell noCPT -17%, TDP1 block 3% and TDP1 cell CPT -26%.
N#CCn1c(C2CCCCC2)nc2ccccc2c1=O was read as TDP1 cell noCPT inconclusive, TDP1 block 4% and TDP1 cell CPT inconclusive.
Screening CCc1nn(CC(=O)N(C)C2CCCCC2)c(=O)c2cc3cc(C)ccc3n12 returned TDP1 cell noCPT inconclusive, TDP1 block 0% and TDP1 cell CPT inconclusive.
`c1ccc(CN2CCC(CNc3ncnc4ccccc34)C2)cc1` (centres undefined) gave TDP1 cell noCPT 10µM* and TDP1 cell CPT 21µM*.
For C=CCN(CC=C)CCOc1ccccc1F the results were TDP1 cell noCPT -2%, TDP1 block 5% and TDP1 cell CPT -11%.
NC(=O)C1CCN(C(=O)NC2CC(=O)N(c3ccc4c(c3)OCCO4)C2)CC1 (centres undefined) was read as TDP1 cell noCPT 1%, TDP1 block -3% and TDP1 cell CPT 0%.
Screening CCOc1ccc(-c2csc(NC(=O)CSC3=NC(=O)CN3C(C)=O)n2)c2ccccc12 returned TDP1 cell noCPT -30%, TDP1 block 8% and TDP1 cell CPT 1%.
`CCN1CCN(C(c2ccccc2F)c2c(O)cc(C)n(CCOC)c2=O)CC1` (centres undefined) gave TDP1 cell noCPT -16%, TDP1 block -11% and TDP1 cell CPT -5%.
`CCOC(=O)C1(Cc2cccc(Cl)c2)CCCN(C(=O)c2cc(C)on2)C1` (centres undefined) gave TDP1 cell noCPT 21µM*, TDP1 block 3% and TDP1 cell CPT 18µM*.
Screening Cc1ccc(N(CC(=O)NCc2ccccc2)C(=O)CCC(=O)Nc2ccccn2)cc1 returned TDP1 cell noCPT 1%, TDP1 block 8% and TDP1 cell CPT -1%.
Cc1cc[n+](CC(=O)Nc2ccccc2)cc1 was read as TDP1 cell noCPT -5% and TDP1 cell CPT 20%.
Screening Cc1ccc(C)n1-c1nccc(-c2cccs2)n1 returned TDP1 cell noCPT inconclusive, TDP1 block 3% and TDP1 cell CPT -15%.
O=C(CN1CCN(Cc2ccc(F)cc2)CC1)Nc1ccccc1F was read as TDP1 cell noCPT -1% and TDP1 cell CPT -1%.
`COC(=O)c1ccc(CN2[C@H](C(=O)OC)C[C@@]3(O)[C@H](O)[C@H](O)[C@H](O)C[C@@H]23)cc1` gave TDP1 cell noCPT 10%, TDP1 block -6%&1% and TDP1 cell CPT -14%.
COc1cccc(SCc2noc(C(=O)NCC3CC3)c2C(=O)NCC2CC2)c1 was read as TDP1 cell noCPT inconclusive and TDP1 cell CPT inconclusive.
For O=C1N/C(=C/c2ccc(Br)cc2)C(O)=C1C=NCc1ccccc1 the results were TDP1 cell noCPT 2.3µM*, TDP1 block 3% and TDP1 cell CPT 2.9µM*.
For COc1ccc(CN(CCC#N)C(=S)NC(=O)c2ccccc2)cc1 the results were TDP1 cell noCPT inconclusive, TDP1 block 2% and TDP1 cell CPT inconclusive.
For COC(=O)c1ccc(CN2C(=O)C3CCCCC3C2=O)o1 (centres undefined) the results were TDP1 cell noCPT -4%, TDP1 block 8% and TDP1 cell CPT 0%.
`CCOC(=O)C1(C)NC(c2cccs2)C2C(=O)N(c3ccc(C)cc3)C(=O)C21` (centres undefined) gave TDP1 cell noCPT -1%, TDP1 block -4% and TDP1 cell CPT 0%.
CN(C)/C=C/C(=O)c1ccn(S(=O)(=O)c2ccccc2)c1 was read as TDP1 cell noCPT 17% and TDP1 cell CPT -27%.
Nc1ncnc2c1ncn2[C@@H]1O[C@H](CNCc2ccc(-c3cc(C(F)(F)F)ccc3Cl)o2)[C@@H](O)[C@H]1O was read as TDP1 cell noCPT inconclusive, TDP1 block 0%[56.1 µM] and TDP1 cell CPT inconclusive.
For Cc1oc2c(C)c3oc(=O)c(CCC(=O)N4CCCCC4)c(C)c3cc2c1C the results were TDP1 cell noCPT 10µM*, TDP1 block 2% and TDP1 cell CPT 15µM*.
Screening CCOC(=O)CN1C(=O)N2C[C@H]3CON(C)[C@H]3C[C@H]2c2ccccc21 returned TDP1 cell noCPT inconclusive and TDP1 cell CPT inconclusive.
`CC(C)c1nc2ccc(C(=O)NCc3ccc(N(C)C)cc3)cc2o1` gave TDP1 cell noCPT -14%, TDP1 block 2% and TDP1 cell CPT 12%.
For Cc1ccc(OCC(=O)Nc2nonc2-c2ccc(C)c(C)c2)cc1C the results were TDP1 cell noCPT inconclusive, TDP1 block 6% and TDP1 cell CPT inconclusive.

Ten consecutive compounds out of the list so far, quoted:
CCOC(=O)c1cc2c(=O)n3ccccc3nc2n(CC2CCCO2)c1=NC(=O)c1ccc(C)cc1 (centres undefined) was read as TDP1 cell noCPT -28%, TDP1 block -3% and TDP1 cell CPT -24%.
Screening O=C(c1cc2ccccc2o1)N1CCCC1 returned TDP1 cell noCPT inconclusive, TDP1 block 0% and TDP1 cell CPT 0%.
`CC(C)(C)NC(=O)C(c1cccs1)N(Cc1cccs1)C(=O)c1ccc(CN2CCOCC2)o1` (centres undefined) gave TDP1 cell noCPT -30%, TDP1 block 4% and TDP1 cell CPT inconclusive.
`C/C(=N/NC(=O)CNC(=O)/C=C/c1ccco1)c1ccc(Cl)cc1` gave TDP1 cell noCPT inconclusive, TDP1 block -2% and TDP1 cell CPT inconclusive.
`O=c1c(-c2ccc(F)cc2)coc2c3c(ccc12)OCCO3` gave TDP1 cell noCPT -15%, TDP1 block 4% and TDP1 cell CPT 1%.
For Cc1ccc(Cl)cc1-n1c(=O)cc(N2CC(C)OC(C)C2)[nH]c1=O (centres undefined) the results were TDP1 cell noCPT -11%, TDP1 block -14% and TDP1 cell CPT -8%.
Screening CC(C)n1cc(CN2CCC(C(=O)Nc3cccc(-c4cscn4)c3)CC2)cn1 returned TDP1 cell noCPT -2%, TDP1 block 3% and TDP1 cell CPT -15%.
Screening CN(C)S(=O)(=O)c1ccc(S(=O)(=O)NCCN2CCOCC2)cc1 returned TDP1 cell noCPT 4% and TDP1 cell CPT -8%.
Screening Cc1ccc(C(=O)NC2CCN(C(=O)N3CCOCC3)CC2)cc1 returned TDP1 cell noCPT -7%, TDP1 block 4% and TDP1 cell CPT -1%.
`O=C(CSc1cccc(C(F)(F)F)c1)Nc1ccc(N2CCOCC2)cc1` gave TDP1 cell noCPT inconclusive, TDP1 block 3% and TDP1 cell CPT inconclusive.

No enrichment for hits, and some 18% of all compounds hit somewhere here.
